Screens as filed in PubChem BioAssay.
Tat export inh – blocks Tat-dependent protein export in E. coli | E. coli MC4100 TorA-mCherry Tat export, fluorescence | inhibition, % at 10 µM | 340,000 compounds, 0.036% hits | AID 488895;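 active means mean replicate inhibition at least 50% and at least half of replicates individually reaching 50%; inconclusive means only one of the two criteria met; inactive means neither criterion met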;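 further: exported cargo escapes ClpAP degradation while cytoplasmic cargo is degraded and loses fluorescence; 0% = median of neutral control wells and 100% = median of NaSCN control wells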
PKA-R2B activ – activators of human PKA-R2B complex; activation, % at 11.4 µM; 340,000 compounds, 0.079% hits; PKA-R2B holoenzyme dissociation, Cy5-IP20 fluorescence polarization; R2B truncated from residue 108, S112A mutant; 0% DMSO only, 100% 113 µM cGMP;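 active means activation above a cutoff set at the mean over all compounds plus 3 SD, cut at about 18% in these data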;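 further: higher means more holoenzyme dissociation and a rise in polarization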
Target sequence (P31323 whole entry, looked up, other chains not shown, the tested form may be a part): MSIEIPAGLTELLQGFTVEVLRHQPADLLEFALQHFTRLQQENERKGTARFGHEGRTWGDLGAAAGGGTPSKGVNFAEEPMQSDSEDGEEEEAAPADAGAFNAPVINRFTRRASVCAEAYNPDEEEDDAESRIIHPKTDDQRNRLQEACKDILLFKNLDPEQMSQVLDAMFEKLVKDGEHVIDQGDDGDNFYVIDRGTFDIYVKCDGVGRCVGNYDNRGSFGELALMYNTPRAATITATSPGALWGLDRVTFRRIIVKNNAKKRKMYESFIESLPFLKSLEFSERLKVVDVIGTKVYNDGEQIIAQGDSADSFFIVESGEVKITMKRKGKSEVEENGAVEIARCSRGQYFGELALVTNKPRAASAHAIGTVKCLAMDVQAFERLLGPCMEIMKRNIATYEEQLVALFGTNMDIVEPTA
PfHsp90 set2 – reduces growth (ATP signal) of yeast expressing P. falciparum Hsp90; S. cerevisiae expressing PfHsp90, BacTiter-Glo ATP, 48 h; yeast lacking PDR1 and PDR3 efflux regulators; inhibition, % at 9.4 µM; 310,000 compounds, 0.32% hits;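 active means every replicate shows inhibition above about 80%, whatever the replicate mean, limit read from the data; inconclusive means mean inhibition reaches the set limit but some replicate falls short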;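 further: 0% = DMSO neutral controls and 100% = 20 µM radicicol positive controls; yeast relying on Plasmodium falciparum Hsp90 in place of its own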
AddAB inh – less growth of phage-infected E. coli with AddAB; 330,000 compounds, 0.29% hits; inhibition, % at 11.9 µM; E. coli expressing H. pylori AddAB, absorbance growth; in the data active means inhibition above about 12%;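 further: 0% = vehicle wells of infected cells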
OPRM1-OPRD1 ag – OPRM1-OPRD1 heterodimerization agonism | AID 504326 | P35372+P41143 | 340,000 compounds, 0.3% hits | activation, % at 9.3 µM | cells, luminescence; in the data active means activation above about 18%;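 further: 0% = vehicle-treated cells and 100% = reference agonist; values of inactives mirror those of a sister screen read the other way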
OPRM1-OPRD1 inv – inverse agonist of human OPRM1-OPRD1 heterodimerization; inhibition, % at 9.3 µM; cell-based MOR-DOR heterodimer luminescence, inverse agonism; 340,000 compounds, 0.21% hits; P35372+P41143; in the data active means inhibition above about 22%, passing the limit was not always enough;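 further: 0% = cells with DMSO and 100% = wells without cells with DMSO; values of inactives mirror those of a sister screen read the other way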
Mot1-301 SUMO – SUMOylation pathway inhibition by Mot1-301 growth rescue | 320,000 compounds, 1% hits | growth rescue, % at 18.8 µM | S. cerevisiae Mot1-301 growth rescue, ATP luminescence, 38.5C; percent above DMSO median, 100 means doubled;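 active means every valid replicate shows activation above 250% relative to neutral control wells; inactive means the rest, any valid replicate at or below 250%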;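 further: OY570 slx delta 5 strain wells were the positive control but not used for scaling; some compounds called inactive have numbers as strong as hits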
phage Ecoli inh – E. coli growth loss with phage present | growth absorbance | inhibition, % at 11.9 µM | 360,000 compounds, 0.26% hits | AID 651602; in the data active means inhibition above about 11%
E coli growth – reduces bacterial viability in AddAB counter-screen; E. coli V3065 growth, OD600 absorbance, 18 h; 330,000 compounds, 0.27% hits; AID 449728; inhibition, % at 11.9 µM;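 active means inhibition above the campaign's mean inhibition across all tested compounds plus 3 SD, cut at about 9.9% in these data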;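 further: uninfected addAB+ strain grown without phage in ampicillin broth; 0% = DMSO wells and 100% = ciprofloxacin 0.95 µg/ml wells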
PKA-R1A activ – PKA-R1A complex activation; PKA-R1A dissociation, Cy5-IP20 fluorescence polarization; scaled: DMSO 0%, 113 µM cGMP 100%; activation, % at 11.4 µM; P00514+P68181; 340,000 compounds, 0.083% hits;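 active means percent activation above the mean of all tested compounds plus 3 SD, cut at about 19% in these data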;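 further: higher means more PKAc released from R1A so a rise in polarization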
HTR5A inv ag – HTR5A inverse agonism, opioid heterodimer counter-screen | HTR5A cell line, luminescence | inhibition, % at 9.3 µM | 340,000 compounds, 0.083% hits; in the data active means inhibition mostly above about 23%, no sharp cut-off; inactive means mostly below about 18%;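 further: 0% = cells with DMSO and 100% = no-cell wells with DMSO; some compounds called inactive have numbers as strong as hits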
Target sequence (P47898 whole entry, looked up): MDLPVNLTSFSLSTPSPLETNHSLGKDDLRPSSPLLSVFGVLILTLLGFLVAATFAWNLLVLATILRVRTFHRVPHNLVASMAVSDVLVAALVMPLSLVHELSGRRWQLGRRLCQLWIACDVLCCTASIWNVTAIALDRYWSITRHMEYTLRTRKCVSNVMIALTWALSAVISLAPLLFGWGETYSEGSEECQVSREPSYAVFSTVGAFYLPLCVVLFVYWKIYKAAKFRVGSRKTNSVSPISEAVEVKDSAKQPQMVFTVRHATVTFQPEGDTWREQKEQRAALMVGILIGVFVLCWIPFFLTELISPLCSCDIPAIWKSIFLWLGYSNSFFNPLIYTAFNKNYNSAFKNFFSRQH
Numbers without * were called inactive; ? = inconclusive; nt = no result given.

Structure,Tat export inh,PKA-R2B activ,PfHsp90 set2,AddAB inh,OPRM1-OPRD1 ag,OPRM1-OPRD1 inv,Mot1-301 SUMO,phage Ecoli inh,E coli growth,PKA-R1A activ,HTR5A inv ag
COc1ccc(-c2nc(CCNC(=O)c3ccco3)cs2)cc1OC,-17,-3,15,1.4,-0.2,1,-7,5.4,1.1,-8,-12
COc1ccccc1/C=N/NC(=O)c1cccc(NC(=O)c2ccccc2C)c1,-7,-6,-9,2.2,-2.8,18,135,0.5,0.7,0,9
CCOc1ccc(CCNC(=O)c2c(C)nn(-c3ccccc3)c2Cl)cc1OCC,-2,-10,-8,-1.6,0.7,-4,22,1.2,-0.9,-4,-1
COc1cc2c(cc1OC)CC(=O)NC=C2,4,-14,9,0.0,-3.0,14,12,3.4,-0.2,-1,9
COC(=O)c1cc(CNC(=O)c2cccc(Cl)c2)ccc1OC,-2,-1,-119,-1.8,-0.3,2,2,1.4,-1.0,-8,-1
CCC1C(=NO)C(CC)C(c2ccccc2)NC1c1ccccc1 (stereo not drawn),3,2,-13,0.8,5.3,-24,19,1.7,0.2,-7,-10
COc1ccc(CNC(=O)C2CCCN(S(=O)(=O)c3ccc(F)cc3)C2)cc1 (stereo not drawn),-4,3,22,2.1,-2.1,7,-10,2.0,0.3,-7,6
O=C(CCN1CCN(Cc2ccccc2)CC1)Nc1ccccc1Cl,-5,4,-14,-0.8,-1.5,8,327*,2.7,-0.8,-2,-11
O=[n+]1c2c(n([O-])c3cc(Cl)ccc31)CCCC2,-5,0,25,3.0,2.3,-10,11,0.6,2.7,11,-7
CCOc1ccc(NC(=O)CC2C(=O)N(c3ccc(OC)c(Cl)c3)C(=S)N2C2CC2)cc1 (stereo not drawn),-5,-9,13,2.9,-2.6,9,347,0.7,-2.1,-6,-1
CN(C)Cc1c(O)c(Cl)cc2c3c(c(=O)oc12)CCCC3,0,-5,-3,-1.6,0.0,0,233,2.4,0.4,-6,-30
CC(C)N(Cc1nc(-c2ccccc2)no1)C(=O)COc1ccccc1,-13,-16,-18,-1.4,-0.2,1,-3,1.5,-0.9,-13,18
CN(C)S(=O)(=O)c1ccc(N2CCCC2)c(C(=O)NNC(=O)c2ccc(F)cc2)c1,10,-5,0,2.0,2.4,-9,121,1.3,-1.6,-1,6
CC(C)c1ccc(-c2nc(N3CCOCC3)[nH]c(=O)c2C#N)cc1,0,-4,-7,-1.1,-1.5,9,38,2.0,0.6,8,-6
Cn1c(=NC(=O)c2cccc([N+](=O)[O-])c2)sc2ccccc21,-1,-11,3,0.8,-1.1,5,3,2.1,2.1,3,-10
O=C(CCSCc1ccccc1F)NCc1ccc(F)cc1,-12,-2,4,-1.2,-1.9,8,14,3.7,-0.2,0,3
CCCN1C(=O)/C(=C/c2ccc(C)s2)NC1=S,-8,-8,-2,2.7,1.4,-9,-29,4.8,0.2,-1,-9
Cc1cccc(NC(=O)CN2NS(=O)(=O)c3ccccc3C2=O)c1,4,-8,30,0.5,-1.4,7,10,0.6,0.5,-26,-4
O=C(NC(Cc1ccccc1)C(=O)NC1CC1)OCc1ccccc1 (stereo not drawn),-5,-2,nt,0.2,1.3,-7,-5,3.0,0.2,5,27
COCCNc1oc(-c2ccco2)nc1S(=O)(=O)c1ccccc1,-20,-5,11,4.1,-2.6,15,-6,nt,1.5,5,1
O=S(=O)(c1ccc(Cl)cc1)N1CCC2(CC1)OCCO2,3,7,8,-0.8,-1.2,6,205,0.4,0.8,-3,5
Cc1ccc(-n2nnnc2SCC(=O)NNC(=O)c2ccc([N+](=O)[O-])cc2)cc1,-3,3,14,0.8,-0.4,2,-5,3.8,-0.9,-13,0
COc1ccc(N(CC(=O)N2CCCCC2)S(=O)(=O)c2ccccc2)c(OC)c1,4,6,4,1.2,-0.3,2,3,1.9,0.7,-4,5
Cc1ccc(C(=O)OCC(=O)NCC2COc3ccccc3O2)cc1 (stereo not drawn),1,10,-41,-1.5,-1.2,6,18,-0.7,-1.4,-8,-6
CN(Cc1ccc(OCC(O)CN2CCCCC2)cc1)Cc1ccnc2ccccc12 (stereo not drawn),-2,5,-31,nt,4.8,-24,nt,2.5,nt,13,-2
Clc1ccc(OCCN2CCCCC2)c(Cl)c1,-2,0,7,3.9,-1.7,10,145,2.3,4.0,3,-9
O=C(CN(CC1CCCO1)C(=O)CNS(=O)(=O)c1ccc(Cl)cc1)NCc1ccccc1 (stereo not drawn),-5,-10,-3,2.5,-0.9,6,-5,2.2,2.1,5,0
Cc1ccc(NC(=O)COC(=O)c2ccccc2Nc2ccccc2)cc1,-13,-1,4,3.2,6.1,-35,-17,0.9,2.2,-7,-9
COc1ccc(N(C(=O)Cn2nnc(-c3ccc(C)o3)n2)C(C(=O)NC2CCCC2)c2ccncc2)cc1 (stereo not drawn),21,-4,-55,0.6,-0.1,1,-8,0.3,-0.6,-6,11
Cn1cccc1Cc1nnc(SCC(=O)Nc2ccc3c(c2)OCO3)n1-c1ccc(F)cc1,-1,-1,-12,4.3,-4.1,20,0,1.8,1.2,-10,3
Cc1ccc(S(=O)(=O)Nc2cccc(Cl)c2)cc1NC(=O)C1CC1,2,-4,-1,1.2,-1.4,6,21,2.0,2.4,2,11
C[C@H](N)C(=O)N1CCC(C(=O)N[C@@H](Cc2ccccc2)C(=O)Nc2ccc(F)cc2)CC1,4,7,-2,1.9,0.3,-1,10,0.5,-0.7,-11,-4
CCC(C)[C@H](NC(=O)NCc1ccco1)C(=O)OC (stereo partly drawn),11,6,35,-2.1,-1.0,5,-11,0.0,-1.1,-2,6
CCOC(=O)c1c(NC(=O)CC2Nc3ccccc3NC2=O)sc(C)c1C (stereo not drawn),5,6,1,-0.3,-1.9,10,-3,1.3,-2.6,-10,-6
Nc1nc(=S)c2ncn(C3OC(CO)CC3O)c2[nH]1 (stereo not drawn),-3,3,8,nt,-1.9,10,nt,12*,nt,-3,13
O=C(O)c1ccccc1CSC1=NCCS1,-11,3,-5,5.4,-1.5,7,-8,-0.3,1.1,6,-5
O=C(COC(=O)c1n[nH]c(=O)c2ccccc12)Nc1ccccc1F,-7,5,14,0.4,-2.8,14,-4,1.6,0.2,-1,9
CCc1cc2ccccc2nc1Cl,4,2,21,5.6,-1.9,10,2,1.2,3.9,-1,6
CNC(=O)N(O)C1N(/N=C/c2cccs2)C(=S)SC1(C)C (stereo not drawn),-7,4,-43,4.5,-1.0,5,588,2.0,-0.7,-2,-4
O=C(Nc1ccc2c(c1)OCO2)C1CCN(Cc2cc3c(cc2O)OCO3)CC1,3,-1,12,2.0,0.4,-4,-29,0.7,2.0,8,5
O=C(O)C1C2C=CC(C2)C1C(=O)Nc1nccs1 (stereo not drawn),-8,-2,-9,-1.6,-0.4,2,8,4.0,0.2,7,0
Cc1cc(C)nc(SCCC(=O)N2CCOCC2)n1,2,16,-24,1.6,-1.2,7,-4,0.9,-0.3,4,6
CCCCCOc1ccc(N2C(=O)CC(N(O)c3ccccc3)C2=O)cc1 (stereo not drawn),-4,-9,11,2.5,3.7,-22,-23,-0.6,0.6,-6,-24
CC12CN3CC(C)(CN(C1)C3c1ccc(Br)cc1O)C2 (stereo not drawn),-28,-16,1,2.1,3.4,-14,47,0.9,0.8,-9,-25
COC(=O)c1sccc1NC(=O)Nc1cccc(OC)c1,-3,7,3,1.4,0.1,-1,446,1.1,2.4,4,-17
O=P(COCCOCP(=O)(c1ccccc1)c1ccccc1)(c1ccccc1)c1ccccc1,?,4,6,0.3,-1.2,7,-6,2.5,-0.8,-7,-7
COc1cccc(CN2CCC(Oc3ccc(C(=O)NCc4ccccn4)cc3)CC2)c1,-5,0,-25,2.4,-0.6,3,0,3.5,-1.4,2,-6
CCOC(=O)c1cnc(Nc2nc3ccccc3o2)nc1CSc1nnc(C)s1,-3,-6,-19,1.6,-3.0,16,-12,1.0,1.5,5,-9
Cc1cc(NC(=O)CN2C(=O)/C(=C/c3cccc(Br)c3)SC2=S)no1,-8,-4,-25,-1.6,-0.7,3,-5,2.0,0.0,4,3
CC(C)=CC(=O)OCC(=O)Nc1cccc([N+](=O)[O-])c1,-4,3,-1,3.2,-0.3,2,-9,1.6,3.9,-2,-10
Cc1c(Nc2ccc3nonc3c2[N+](=O)[O-])c(=O)n(-c2ccccc2)n1C,-4,10,2,3.9,0.3,-2,490,5.6,-0.3,5,-3
CC(C(=O)NCCC1=CCCCC1)c1ccc([N+](=O)[O-])cc1 (stereo not drawn),6,-3,14,-0.5,0.1,-1,8,0.9,-1.3,5,-5
CC(NC(=O)COC(=O)/C=C/c1ccc2c(c1)OCO2)c1ccccc1 (stereo not drawn),10,0,nt,0.4,-2.5,10,4,2.7,-2.1,1,-3
CN1C(C(=O)NCC2CC2)CC2Cn3c(nc4cc(Cl)c(Cl)cc43)C21 (stereo not drawn),-8,-1,7,0.1,-3.5,19,184,0.9,1.2,7,-6
Cc1nc(NC(=S)NC(=O)c2ccccc2)sc1C,-10,-7,-4,2.0,-1.4,7,-3,0.9,1.1,-4,2
CCOC(=O)C1(CCCc2ccccc2)CCN(Cc2nccn2CC)CC1,2,-9,3,3.5,2.3,-17,nt,3.0,-3.0,-11,1
O=C(C1CCN(S(=O)(=O)c2cc(Cl)ccc2Cl)CC1)N1CCOCC1,3,9,-1,3.3,0.9,-6,-6,1.8,0.8,3,5
CCOc1ccccc1C(=O)NC1CC2CCCC(C1)N2Cc1ccccc1 (stereo not drawn),-1,11,-3,2.7,-1.5,9,-3,0.5,0.6,-6,-10
CCOC(=O)Cc1csc(NC(=O)CN2CCOCC2)n1,-1,-8,-9,0.4,-1.3,6,6,1.8,-0.5,-6,-36
CC(C)c1ccc(N(CC(=O)NCc2ccco2)C(=O)CCC(=O)Nc2nccs2)cc1,-4,5,8,1.9,0.6,-5,-11,-0.1,-0.4,2,-5
Cc1ccc(S(=O)(=O)N(C)C)cc1NC(=O)C(C)OC(=O)c1ccc2c(=O)n3c(nc2c1)CCC3 (stereo not drawn),5,-8,nt,nt,-1.8,8,nt,1.7,nt,-2,22
COc1ccc(CCNC(=O)CSCc2c(F)cccc2Cl)cc1OC,6,2,nt,0.5,-0.6,3,41,4.6,-4.3,6,12
